High-throughput results (PubChem BioAssay)
Akt phos inh: Akt phosphorylation inhibition. Neuro2A IGF-stimulated pAkt S473 HTRF, 20 min; active compounds read low. activity change, % for hits at 50 µM. hit rate 0.32% among 360,000. AID 651550; in the data active means activity change below about -80%; inconclusive means mostly about -51% to -80%; further: on the % scale 0 is the no-effect control and ±100 the full control effect
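Single-point screen (50 µM final compound) in Neuro2A cells stimulated 20 min with 6 nM IGF at 37 deg C. After lysis, Ser473-phosphorylated Akt read by HTRF (ex 330 nm, em 615/665 nm) as the 665/615 ratio.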
Abeta yeast res: restores growth of yeast expressing A-beta42 peptide | yeast expressing A-beta42, growth rescue, OD600, 48 h; response scale: 0% DMSO, 100% iron-clioquinol control | hit rate 0.063% among 410,000 | AID 1347071 | Potency, µM (highest dose often 46.1 µM), inactives show top-dose growth rescue, usual class: activators; further: potency means the concentration at half of the fitted maximal effect; nearly all actives have a fitted effect of over 55% in size
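Yeast A-beta toxicity model in growth medium with pinned compounds, 48 h at 30 C; growth read as absorbance at 600 nm. Normalized to FeCl3/clioquinol equimolar mix (positive) and DMSO (negative).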
GLP-1R agonist: agonists of human GLP-1 receptor | hit rate 0.007% among 380,000 | HEK293 GLP-1R CRE-luciferase, luminescence, 4-6 h; cells express a hypersensitive GLP-1R form | Potency, µM (titrated, usually from 45.6 µM), without a hit: at the highest dose activation, actives largely listed as activators; further: potency means the concentration at half of the fitted maximal effect; % of control where 0% means no effect
Target sequence (P43220 whole entry, looked up): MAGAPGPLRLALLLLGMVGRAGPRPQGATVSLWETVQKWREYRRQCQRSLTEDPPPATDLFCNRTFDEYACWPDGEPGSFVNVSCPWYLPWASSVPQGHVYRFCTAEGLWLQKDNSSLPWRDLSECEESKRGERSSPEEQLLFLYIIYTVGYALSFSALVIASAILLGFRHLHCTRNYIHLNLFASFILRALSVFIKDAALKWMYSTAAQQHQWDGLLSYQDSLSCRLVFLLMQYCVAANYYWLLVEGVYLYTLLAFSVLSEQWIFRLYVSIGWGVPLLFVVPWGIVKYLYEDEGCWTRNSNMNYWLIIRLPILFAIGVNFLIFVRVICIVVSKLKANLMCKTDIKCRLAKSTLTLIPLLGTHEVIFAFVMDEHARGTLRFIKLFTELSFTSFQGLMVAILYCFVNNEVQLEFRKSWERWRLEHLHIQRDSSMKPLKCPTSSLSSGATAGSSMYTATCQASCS
GLP1R inv ag: GLP-1 receptor (human) inverse agonism; P43220; HEK293 GLP-1R CRE-luciferase, luminescence, 24 h; GLP-1R form is constitutively active; Potency, µM (doses to about 38.3 µM), without a hit: at the highest dose activity change, negative = inhibition, hits mostly inhibitors; hit rate 1.6% among 410,000; further: potency means the concentration at half of the fitted maximal effect; on the % scale 0 is the no-effect control and ±100 the full control effect; nearly all actives have a fitted effect of over 55% in size
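Assay principle: reduced luminescence from a cAMP-responsive reporter in HEK293 cells co-expressing a constitutively active GLP-1R. Conditions: 24 hr compound incubation, 37 deg C, 5% CO2.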
TDP43 rescue: inhibitors of TDP-43 toxicity in yeast; Potency, µM (highest dose often 46.1 µM), for the others: at the highest dose growth rescue (activation), most hits filed as activators; hit rate 1.8% among 410,000; TDP-43 expressing yeast growth rescue, BacTiter-Glo, 24 h; further: potency means the concentration at half of the fitted maximal effect; % of control where 0% means no effect; nearly all actives have a fitted effect of over 50% in size
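Yeast cells expressing TDP-43 under galactose induction are exposed to compounds for 24 hr at 30 deg C. BacTiter-Glo luminescence measures growth, so protective compounds score as activators.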
PTHR1 ag: activates the human parathyroid hormone receptor PTHR1. hit rate 0.075% among 410,000. Potency, µM (series often up to 115 µM), without a hit: at the top dose activation, hits mostly activators. HEK293 GP2 PTHR1 cells, GloSensor cAMP luminescence, 1 h. AID 743266; further: potency means the concentration at half of the fitted maximal effect; nearly all actives have a fitted effect of over 55% in size; some results filed as inactive show a strong effect at the top dose; inactives centre near -15; many of its hits are not listed in these tables
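HEK-293-derived GP2 cells expressing PTHR1 and a GloSensor cAMP reporter, 3,000/well, plated overnight, given luciferin plus IBMX (each 0.5 mM as added) for 1 h at 37 °C, then compound for 1 h at 37 °C. Luminescence was read after 15 min at room temperature.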
aSyn rescue: inhibitors of alpha-synuclein toxicity in yeast | Yeast expressing alpha-synuclein, growth rescue, BacTiter-Glo, 24 h | Potency, µM (series often up to 46.1 µM), for inactives: at the highest dose growth rescue (activation), actives largely listed as activators | hit rate 0.14% among 370,000 | AID 652106; further: potency means the concentration at half of the fitted maximal effect; % of control where 0% means no effect; nearly all actives have a fitted effect of over 65% in size
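Screening used galactose-induced yeast with toxic alpha-synuclein levels, exposed to compound for 24 hr at 30 deg C. Cell growth, read with BacTiter-Glo luminescence, gave the measured signal.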
D3 antag: blocks the human D3 dopamine receptor; D3R cells, DiscoveRx beta-arrestin luminescence, antagonist mode; active compounds read low; max response, negative = inhibition, %; hit rate 2.5% among 360,000; AID 652054; in the data active means max response below about -50%; inconclusive means no clear call, values can overlap the other calls; further: on the % scale 0 is the no-effect control and ±100 the full control effect; mostly tested at two doses, the higher about 12 µM
Target sequence (P35462 whole entry, looked up): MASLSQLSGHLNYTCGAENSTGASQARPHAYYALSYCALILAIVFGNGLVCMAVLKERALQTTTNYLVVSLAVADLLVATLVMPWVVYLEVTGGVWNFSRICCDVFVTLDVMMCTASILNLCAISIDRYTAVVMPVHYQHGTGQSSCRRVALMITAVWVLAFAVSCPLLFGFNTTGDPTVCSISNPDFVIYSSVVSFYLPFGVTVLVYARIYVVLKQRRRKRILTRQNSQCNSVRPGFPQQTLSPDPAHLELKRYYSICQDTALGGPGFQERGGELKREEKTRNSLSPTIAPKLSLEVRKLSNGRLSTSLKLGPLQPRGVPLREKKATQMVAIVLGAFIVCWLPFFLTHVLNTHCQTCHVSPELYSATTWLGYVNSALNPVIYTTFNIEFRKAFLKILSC
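Cells expressing the human receptor were seeded at 1500 cells/well, incubated overnight at 37 degrees C in 5% CO2, then exposed to library compounds with dopamine controls for 90 minutes at 37 degrees C before luminescent detection.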
FUS suppressor: rescues growth of FUS-expressing yeast. S. cerevisiae FUS-expressing, growth rescue, OD600, 24 h. Potency, µM (doses to about 76.6 µM), for inactives: at the highest dose growth rescue (activation), actives largely listed as activators. hit rate 0.24% among 390,000;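 further: potency means the concentration at half of the fitted maximal effect; plate controls were DMSO vehicle for no effect and reference control for full effect; nearly all actives have a fitted effect of over 55% in size; some results filed as inactive show a strong effect at the top dose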
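FUS-expressing yeast, raffinose-pregrown, induced in 2% galactose minimal medium at OD 0.005; compounds in a dilution series, 24hr at 30C. Growth restoration read as absorbance at 600 nm. CP55940 positive control, DMSO negative.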
Starred values were filed as active, the others as inactive; i = inactive; ? = inconclusive; · = not tested or not shown; & = joins results of further samples; [ ] = dose if it differs, or a comment. Unless noted, the call rests on the fitted dose curve; in most records, active means well fitted curve in the direction sought with a large enough effect; inconclusive means small, poorly fitted or top-dose-only effect, or another doubt; inactive means no such curve, though single readings can be large; an effect the other way counts as inactive or inconclusive. Not all compounds are listed; rates above refer to the full screens.

Compound	Akt phos inh	Abeta yeast res	GLP-1R agonist	GLP1R inv ag	TDP43 rescue	PTHR1 ag	aSyn rescue	D3 antag	FUS suppressor
O=C(Nc1ccccc1)N1CCN(c2nc(-c3ccccc3)ns2)CC1	i	16%	0%	?	11µM*	-30%	-3%	11	-6%
O=C(COC(=O)/C=C/c1ccc(F)cc1)Nc1cccc(S(=O)(=O)N2CCCC2)c1	i	8%	6%	3%	6%	-19%	2%	10	?
Cc1ccccc1OC(C)C(=O)Nc1cccnc1 (stereo unspecified)	i	1%	0%	-21%	2%	19%	9%	7	-7%
COc1ccc(/C=N/Nc2cc(=O)n(C)c(=O)n2C)cc1OC	i	10%	3%	0%	22%	7%	-2%	4	·
CC(=O)Nc1ccc(N=Cc2c(O)c(C(=O)Nc3ccccc3)cc3ccccc23)cc1	i	-15%	2%	?	-41%[inhibitor]	-42%[inhibitor]	-2%	11	14%
CCc1ccc(C2C(C(=O)Nc3ccccc3)=C(C)Nc3nc(SCC(=O)c4ccc(C)cc4)nn32)cc1 (stereo unspecified)	·	-11%	·	-6%	6%	i	·	·	-15%
Cc1occc1-c1nnc(SCC(=O)NC2CCCC2)n1-c1ccccc1	i	7%	0%	11µM*	6%	i	-8%	8	13%
Cc1ccccc1NS(=O)(=O)c1ccc(OCC(=O)NCc2ccccn2)cc1	i	2%	2%	2%	-2%	i	1%	3	5%
Cc1ccccc1-n1ccnc1SCC(=O)O	i	2%	1%	-10%	-7%	-28%[57.5 µM]	-1%	23	6%
Cc1cc(/C=C2\SC(=O)N(C)C2=O)c(C)n1-c1ccc(O)cc1	i	-47%[inhibitor]	1%	-22%	?	-29%	-1%	0	40%
CCOc1ccc(Nc2nc(Cc3nnc(SCC(=O)N(CC)CC)n3C)cs2)cc1	i	-13%	30%	16%	6%	-12%	-9%	-8	4%
Cc1cccn2cc(-c3c[nH]c4ccccc34)nc12	i	-3%	12%	1%	?	-21%	-3%	-8	-36%
CCCCN=Cc1sc2ccc(OCC)cc2c1O	i	-7%	2%	-30%	16µM*	-17%[57.5 µM]	5%	1	11%
CSCCC(NC(=O)c1ccccc1)C(=O)NC1CC1 (stereo unspecified)	i	-6%	-15%	-4%	28%	i	-10%	10	17%
O=C(CSCc1ccccc1)Nc1nccs1	i	1%	-6%	-16%	19%	-3%[57.5 µM]	-13%	16	-11%
O=C(/C=C/c1ccccc1)Oc1cccc(C(=S)N2CCOCC2)c1	i	11%	2%	3%	2%	i	10%	9	19%
CCOc1ccc(NC(=O)Cn2c(=O)n(CCCC(=O)NCc3ccc4c(c3)OCO4)c(=O)c3ccccc32)cc1	·	-7%	-4%	2%	5%	i	·	·	-14%
CN(C)c1ccc(C=C2C(=O)OC(C)(C(C)(C)C)OC2=O)cc1 (stereo unspecified)	i	7%	2%	1%	-7%	i	-3%	-10	-26%
CC(C)=C1C2CCC1C(C(=O)Nc1sc(C)c(-c3ccc(C(C)C)cc3)c1C(N)=O)C2C(=O)O (stereo unspecified)	i	18%	-41%[inhibitor]	?	-2%	-95%[inhibitor]	0%	-10	·
CCN(CCCNC(=O)Cn1cc2c(n1)CCCC2)c1cccc(C)c1	i	3%	2%	?	11%	-89%[inhibitor]	0%	1	-2%
CC(C)(C#CC(O)(c1ccccc1)c1ccccc1)N1CCCC1	i	15%	-5%	?	-15%	?	-6%	-11	-24%
CCCc1nc2ccccc2c(=O)n1CC(=O)c1ccc(F)cc1	i	8%	-5%	3%	18%	-1%	2%	44	-2%
Cc1ccc(-c2nc3[nH]c(=O)cc(NC(=O)c4cccs4)n3n2)cc1	i	-8%	-2%	7%	-17%	35%	-8%	-13	17%
CCOc1ccc(C(=O)N2CCC(C(=O)c3ccc4c(c3)OCCO4)CC2)cc1	i	1%	5%	0%	-1%	-9%[57.5 µM]	5%	-18	44%
CCOC(=O)c1ccc(/[N+]([O-])=C/c2ccccc2)cc1	i	-27%	10%	0%	22%	i	-2%	2	-22%
Cc1ccc(C(=O)NCCNC(=O)COc2ccc(C)c(C)c2)cn1	i	1%	1%	-5%	5%	i	-8%	-4	0%
CC12CCC(=O)N1C(C(=O)NNC(=O)c1ccc(F)cc1)CS2 (stereo unspecified)	i	-17%	-2%	-20%	-14%	7%	-7%	-1	11%
CC1CCCCN1CCCNC(=O)c1ccc2c(c1)sc1nc(-c3ccc(F)cc3)cn12 (stereo unspecified)	·	-14%	·	?	5%[9.22 µM]	i	·	·	9%
COc1cccc(COC(=O)c2ccc(-c3nnn(Cc4ccccc4)n3)cc2)c1	·	-19%	·	-7%	9%	18%	·	·	-8%
COc1ccc(-n2nnc3c(=O)n(Cc4ccccc4C)cnc32)cc1	·	-17%	-12%	4%	-14%	i	1%	-14	14%
Cc1cccc(C(=O)Nc2cccnc2Cl)c1	i	-2%	8%	1%	-11%	i	1%	8	3%
COCCCNC(=O)C1CCC(Cn2c(=O)c3sccc3n(C)c2=O)CC1 (stereo unspecified)	·	-18%	·	12%	1%	24%	·	·	-14%
Cn1c(=O)[nH]c(=O)c2c1nc(CN1CCN(c3ccccc3F)CC1)n2CC(N)=O	i	-1%	-2%	1%	18%	i	3%	-23	-4%
O=C(COC(=O)c1ccccc1O)NCCc1c[nH]c2ccccc12	i	-20%	0%	?	4%	-25%	18%	0	·
CCN(CC(=O)NCc1ccc(Cl)cc1)C(=O)/C=C/c1ccc(C#N)cc1	i	-14%	0%	-6%	29%	-34%[inhibitor]	-1%	-14	39%
CC(=O)Nc1ccc(S(=O)(=O)N(C)CC(=O)Nc2ccc(Br)cc2F)cc1	i	-10%	1%	10%	4%	-40%[inhibitor]	1%	5	22%
Cc1[nH]n(-c2ccc(Cl)cc2)c(=O)c1C(=O)c1ccccc1	i	-95%[inhibitor]	-1%	-30%	-92%[inhibitor]	-36%[inhibitor]	-65%[inhibitor]	-25	40%
O=C(NCCN1CCNC1=O)c1ccc2sc([C@@H]3O[C@H](CO)[C@H](O)[C@H](O)[C@H]3O)nc2c1	i	2%	4%	10%	14%	-2%	-2%	4	-21%
O=C1CCCCCN1CP(=O)(O)CN1CCCCCC1=O	i	-1%	-17%	0%	-2%	i	-8%	-9	9%
O=C(Nc1cccc(S(=O)(=O)NC2=NCCC2)c1)c1cc(F)c(F)c(F)c1F	i	6%	6%	1%	-7%	-13%	-3%	-1	9%
CNc1nc(NC)c2cn[nH]c2n1	i	1%	19%	27%	5%	i	-15%	7	·
Cc1ccc2c(c1)N(CCC(=O)NC(C)C)C(=O)CO2	i	10%	-23%	6%	11%	i	-1%	2	-8%
OCC[C@H]1C[C@@H](O)[C@H](O)[C@]2(OCCCc3ccccc32)O1	i	6%	5%	3%	10%	-42%[inhibitor]	-11%	6	-18%
N#Cc1ccc(C(=O)Nc2ccn(-c3ccccc3)n2)cc1	i	-25%	2%	?	-3%[0.397 µM]	-29%	8%	10	12%
O=C1C(=C(O)c2ccccc2)C(=O)c2ccccc21	i	-12%	4%	12%	-50%[inhibitor]	-1%[57.5 µM]	-19%	?	24%
CCOC(=O)c1ccc(NC(=O)C23CCC(C)(C(=O)O2)C3(C)C)cc1 (stereo unspecified)	i	-2%	2%	0%	14%	7%[57.5 µM]	-3%	-26	21%
Cc1cccc(NC(=O)Cn2c(O)c(N=NC(N)=S)c3ccccc32)c1	i	-3%	9%	?	-1%	-18%	4%	-18	10%
O=Cc1ccc(OCc2ccc3ccccc3c2)cc1	i	-4%	4%	?	13%	-13%	-3%	-7	6%
CCC1CN(C(=O)N2CCC(C(=O)NCc3ccco3)CC2)c2cc(C)ccc2O1 (stereo unspecified)	i	-5%&-3%	1%	-25%&11%	-8%&1%	-4%	-7%	12	-1%&18%
CC(=O)Nc1ccc(S(=O)(=O)Oc2cccc(N3C(=O)C4CCCCC4C3=O)c2)cc1 (stereo unspecified)	i	9%	-6%	4%	-20%	-9%[57.5 µM]	4%	51	30%

(continued)
Compound	Akt phos inh	Abeta yeast res	GLP-1R agonist	GLP1R inv ag	TDP43 rescue	PTHR1 ag	aSyn rescue	D3 antag	FUS suppressor
Cc1ccc(-c2nn3c(C)nnc3c3ccccc23)cc1S(=O)(=O)NC(C)c1ccccc1 (stereo unspecified)	i	1%	14%	98%[activator]	0%	-10%[57.5 µM]	1%	-54*	?
Cc1nc2ccc(NC(=O)N(C(C)C)C(C)C)cc2s1	i	-14%	-6%	7%	-2%	i	-4%	-21	-14%
CC1(C)N=C(N)NC(Nc2cccc(Br)c2)=N1	i	12%	-7%	-12%	-7%	-18%	-2%	-12	0%
Cc1ccc(NC(=O)CNC(=O)c2cccc(C)c2)nc1	i	-1%	8%	?	-6%	i	-14%	7	-3%
COC(=O)c1ccccc1NC(=O)C/C(C)=N/NC(=O)CC#N	i	-1%	5%	-8%	-11%	-15%	11%	-3	-8%
COc1cc(/C=C/CNC[C@H]2O[C@@H](n3cnc4c(=O)[nH]c(N)nc43)[C@H](O)[C@@H]2O)ccc1O	i	-19%	-6%	18%	-9%	10%	-4%	5	-3%
CCOC(=O)N1CCC(NCCNC(=O)c2cccc(F)c2)CC1	i	-4%	-6%	19%	6%	i	0%	-112*	-17%
c1ccc(Oc2cccc(OCCCn3cncn3)c2)cc1	i	21%	14%	-21%	?	-19%	-4%	-3	16%
Cc1cc(Cl)ccc1C(=O)C1CCCN(C(=O)c2cccnc2C)C1 (stereo unspecified)	i	-6%	5%	8%	14%	i	3%	-17	9%
